# phage Ecoli inh = E. coli growth loss with phage present; 0.26% of 360,000 active; growth absorbance; inhibition, % at 11.9 µM; in the data active means inhibition above about 11%
# CAL PDZ FP = blocks peptide binding to human CAL PDZ domain. purified CAL PDZ, TMR-peptide fluorescence polarization, 1 h. AID 504414. 0.02% of 330,000 active. inhibition, % at 20 µM;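 active means highest replicate inhibition of at least 40%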;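 further: plate controls were DMSO neutral control wells for no effect and unlabeled competitor peptide control wells for full effect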
#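 material = purified tagged CAL PDZ domain construct (CerCALP) | compound dosing = 20 µM, one dose | times = 1 h at RT | measured by = fluorescence polarization from S- and P-plane intensities, G-factor corrected | read-out = inhibition from polarization loss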
# AddAB inh = less growth of phage-infected E. coli with AddAB; E. coli expressing H. pylori AddAB, absorbance growth; inhibition, % at 11.9 µM; 0.29% of 330,000 active; AID 435030; in the data active means inhibition above about 12%;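 further: 0% = vehicle wells of infected cells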
# PvdQ inh = blocks Pseudomonas aeruginosa PvdQ acylase activity | inhibition, % at 10 µM | 0.063% of 340,000 active | AID 488965 | purified PvdQ acylase, fluorescence plate reader; in the data active means inhibition above about 30%, passing the limit was not always enough; inconclusive means no clear call, values can overlap the other calls;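 further: 0% = vehicle neutral wells and 100% = reference inhibitor wells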
# Rtt109 HAT inh = inhibitors of Candida albicans Rtt109/Vps75 histone acetyltransferase; 0.16% of 330,000 active; purified Rtt109/Vps75, ThioGlo CoA-SH fluorescence, 4 h; inhibition, % at 34.9 µM; AID 540336; Q5AAJ8;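 active means inhibition of at least 50% in every replicate; inconclusive means best replicate reaches 50% inhibition but some replicates fall short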
# Target sequence (Q5AAJ8 whole entry, looked up): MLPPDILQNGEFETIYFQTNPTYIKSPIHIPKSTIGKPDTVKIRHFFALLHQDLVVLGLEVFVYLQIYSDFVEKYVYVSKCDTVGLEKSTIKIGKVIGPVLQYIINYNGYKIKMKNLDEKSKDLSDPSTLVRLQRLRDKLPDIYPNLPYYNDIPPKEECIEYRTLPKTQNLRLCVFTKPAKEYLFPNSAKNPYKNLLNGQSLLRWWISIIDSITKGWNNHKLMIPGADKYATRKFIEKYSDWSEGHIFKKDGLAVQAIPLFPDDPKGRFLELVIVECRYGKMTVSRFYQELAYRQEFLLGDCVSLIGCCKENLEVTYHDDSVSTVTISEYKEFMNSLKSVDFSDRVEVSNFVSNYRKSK
# Tat transport = inhibitors of E. coli Tat protein transport; inhibition, % at 10 µM; E. coli MC4100 TorA-mCherry Tat export, fluorescence; 0.036% of 340,000 active;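 active means mean replicate inhibition at least 50% and at least half of replicates individually reaching 50%; inconclusive means only one of the two criteria met; inactive means neither criterion met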;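 further: exported cargo escapes ClpAP degradation while cytoplasmic cargo is degraded and loses fluorescence; 0% = median of neutral control wells and 100% = median of NaSCN control wells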
# DAGLB inh = blocks human DAGLB lipase activity | HEK293T DAGLB membrane lysate, EnzChek fluorogenic substrate | Q8NCG7 | AID 504411 | inhibition, % at 5.17 µM | 0.059% of 340,000 active; in the data active means inhibition above about 34%;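 further: 0% = enzyme with vehicle and 100% = wells lacking enzyme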
# Target sequence (Q8NCG7 whole entry, looked up): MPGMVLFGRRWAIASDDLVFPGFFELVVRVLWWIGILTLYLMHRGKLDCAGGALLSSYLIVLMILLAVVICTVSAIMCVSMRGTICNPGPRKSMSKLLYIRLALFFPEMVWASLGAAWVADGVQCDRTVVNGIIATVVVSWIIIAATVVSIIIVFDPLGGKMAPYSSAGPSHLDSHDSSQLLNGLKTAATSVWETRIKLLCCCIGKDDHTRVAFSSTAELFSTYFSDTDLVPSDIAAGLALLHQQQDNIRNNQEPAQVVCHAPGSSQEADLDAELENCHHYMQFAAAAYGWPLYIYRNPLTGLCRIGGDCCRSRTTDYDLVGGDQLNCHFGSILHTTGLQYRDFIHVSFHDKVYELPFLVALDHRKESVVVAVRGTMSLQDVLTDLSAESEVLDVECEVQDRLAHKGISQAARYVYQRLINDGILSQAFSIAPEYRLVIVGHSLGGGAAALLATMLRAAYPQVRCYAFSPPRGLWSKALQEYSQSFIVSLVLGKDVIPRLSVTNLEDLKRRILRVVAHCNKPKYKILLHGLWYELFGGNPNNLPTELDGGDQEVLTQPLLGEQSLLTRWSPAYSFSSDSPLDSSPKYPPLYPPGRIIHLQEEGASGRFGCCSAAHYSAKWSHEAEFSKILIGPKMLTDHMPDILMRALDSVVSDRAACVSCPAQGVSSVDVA
# Wnt bcat act = Wnt/beta-catenin pathway activation | Wnt/beta-catenin reporter cell assay, activator, plate reader | activation, % at 9.35 µM | 1.2% of 300,000 active | AID 743398; in the data active means activation above about 30%, passing the limit was not always enough; inconclusive means no clear call, values can overlap the other calls;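 further: 0% = neutral control wells and 100% = positive control wells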
# PfHsp90 set2 = reduces growth (ATP signal) of yeast expressing P. falciparum Hsp90; S. cerevisiae expressing PfHsp90, BacTiter-Glo ATP, 48 h; yeast lacking PDR1 and PDR3 efflux regulators; inhibition, % at 9.4 µM; 0.32% of 310,000 active; AID 504621;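 active means every replicate shows inhibition above about 80%, whatever the replicate mean, limit read from the data; inconclusive means mean inhibition reaches the set limit but some replicate falls short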;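 further: 0% = DMSO neutral controls and 100% = 20 µM radicicol positive controls; yeast relying on Plasmodium falciparum Hsp90 in place of its own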
# E coli growth = counter-screen for AddAB inhibitors: E. coli growth inhibition | E. coli V3065 growth, OD600 absorbance, 18 h | inhibition, % at 11.9 µM | 0.27% of 330,000 active;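 active means inhibition above the campaign's mean inhibition across all tested compounds plus 3 SD, cut at about 9.9% in these data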;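 further: uninfected addAB+ strain grown without phage in ampicillin broth; 0% = DMSO wells and 100% = ciprofloxacin 0.95 µg/ml wells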
# Active calls of the source: *; i = inactive; ? = inconclusive; . = not tested or not shown; & = joins results of further samples. No enrichment for hits; 1.9% or so of the library scored in one or more.
nr	smiles	phage Ecoli inh	CAL PDZ FP	AddAB inh	PvdQ inh	Rtt109 HAT inh	Tat transport	DAGLB inh	Wnt bcat act	PfHsp90 set2	E coli growth
1	COc1ccc(NS(=O)(=O)c2cccc(C(=O)NNC(=O)c3cccc(NC(C)=O)c3)c2)cc1	3.5	-1.1	-1.2	4	10	6	0	-6	12	0.0
2	CC1CCC(NC(=O)C2CCN(c3nc4ccccc4s3)CC2)CC1 (stereo not given)	0.2	-1.8	-0.3	-13	1	1	-1	-2	-5	0.0
3	COc1ccccc1C(=O)Nc1ccc2c(c1)nc(CCNC(=O)c1ccco1)n2C	2.0	-3.5	4.7	5	-1	-3	-1	6	-7	-2.3
4	COc1ccc(N=C2C(=Nc3ccc(OC)cc3)N(c3ccccc3)C(=S)N2C(=O)c2ccc(Cl)cc2)cc1	3.4	-0.4	1.8	-1	1	-4	-7	?	-7	0.2
5	COC(Cc1ccccc1N1CCCC1=O)OC	2.2	-0.8	0.3	-11	-3	-17	0	-1	-4	-0.6
6	Cn1cc([N+](=O)[O-])c(C(=O)NCC(=O)O)n1	2.3	0.3	4.6	5	-6	2	-2	-1	0	1.1
7	Cc1ccccc1C(=O)NN(C)c1nc2ccccc2nc1C(F)(F)F	5.0	0.3	2.5	3	-4	2	-2	.	-12	0.2
8	COc1ccc(-c2nnc(SCC(=O)c3cccs3)o2)cc1	3.0	-2.1	2.5	-12	6	-4	-7	.	-11	-1.3
9	COc1nnc(-c2ccc(C)cc2)c2ccccc12	3.3	.	.	10	1	-3	-1	29	-2	.
10	Cn1c(CN2CCN(CC#N)CC2)c(C#N)c2ccccc21	0.5	-0.6	-0.1	5	6	8	-1	.	14	-0.3
11	CC(C)Sc1nnc(NC(=O)c2ccc3c(c2)OCO3)s1	3.9	-1.5	2.2	-4	3	-7	0	0	22	-0.7
12	Cc1ccsc1C(=O)OCC(=O)NC1CCCCC1C (stereo not given)	-0.6	0.6	-2.0	-11	0	-7	2	9	-11	-2.1
13	O=C(Cn1nc(-c2cccs2)ccc1=O)Nc1ccc(Br)cc1	0.8	-0.5	2.0	-11	-8	-9	1	2	5	-2.6
14	COc1ccc(CCNC(=O)c2ccc(CS(=O)(=O)c3ccc(C)cc3)o2)cc1OC	3.9	-1.0	-0.9	0	-8	-3	0	-3	-19	0.0
15	CCC(C)C(=O)Nc1ncc2c(n1)CC(c1cccs1)CC2=O (stereo not given)	0.2	-0.8	-0.7	-16	.	2	-2	.	.	-1.6
16	Cc1cccc(Nc2nnc(SCC(=O)NC(=O)Nc3ccc4c(c3)OCCO4)s2)c1	1.8	-0.7	1.9	5	2	0	1	.	-7	-0.5
17	O=C(COC(=O)/C=C/c1ccc(Cl)cc1Cl)NCc1ccco1	0.5	-0.6	4.5	5	-2	4	-12	2	.	-0.8
18	O=C1CN(C(=O)c2ccccc2F)C(c2ccc(F)cc2)c2cc(F)ccc2N1 (stereo not given)	1.8	-1.5	-2.1	-18	10	0	0	-1	-5	1.6
19	CC1CCc2nc(NC(=O)CSc3nc4ccccc4o3)sc2C1 (stereo not given)	5.7	-2.2	7.4	-17	-15	-11	-5	.	-16	2.5
20	CCCC(C(=O)NNC(=O)c1ccncc1)c1ccccc1 (stereo not given)	5.8	-0.3	0.8	7	7	-6	-2	0	2	0.0
21	O=[N+]([O-])c1ccc(-c2cnc[nH]2)cc1	3.3	.	1.8	.	.	.	.	7	.	0.3
22	O=C(O)c1ccccc1C(=O)Nc1ccccc1	3.9	-0.7	4.5	-18	5	-7	0	-2	-20	-0.5
23	COc1ccccc1CNC(=O)CCCn1nc(C)n2ccnc2c1=O	1.5	0.3	0.3	-14	-1	-6	0	-2	-5	0.4
24	Cc1cc(C)nc(SCc2csc(-c3ccccc3)n2)n1	3.4	0.7	3.8	5	-3	-1	-11	.	-25	-0.4
25	NC(=O)NC(=O)CSc1nnc(-c2ccco2)n1Cc1ccccc1	2.4	-1.4	0.4	-11	.	1	-1	-1	4	-2.3
26	COc1cc(NC(=O)c2cc(Cl)ccc2Cl)ccc1-c1cc2ccccc2oc1=O	2.3	-1.5	-1.6	-11	-8	28	1	-10	-30	-0.2
27	CN(C)c1cccc2c(C=C(C#N)C#N)ccc(N(C)C)c12	3.2	0.2	-2.6	-2	2	-9	1	.	6	-1.8
28	Cc1cc(/C=C(\C#N)C(=O)N2CCOCC2)c(C)n1C1CCCC1	2.4	0.6	0.3	-11	-2	2	-1	0	-8	-0.5
29	Cc1ccnc(NC(=O)c2ccc(Cl)c([N+](=O)[O-])c2)c1	4.0	0.0	4.4	5	-3	1	-2	19	-2	-0.1
30	O=C(NCc1cccnc1)c1c(O)c2cccc3c2n(c1=O)CCC3	3.6	0.4	-0.9	6	15	6	3	-1	32	0.0
31	COc1ccc(C(=O)Nc2ccccc2C(=O)NCCN2CCOCC2)cc1OC	3.2	-1.8	4.0	-15	-8	1	-1	1	10	1.6
32	C/C(=N\Nc1ccccn1)c1ccc(C(C)C)cc1	1.5	0.0	-1.4	9	-3	-12	-2	5	-5	-1.5
33	Cc1cccc(/C=N/NC(=O)c2ccc(F)cc2)n1	0.4	-1.0	2.6	-12	1	-4	0	2	-1	-1.7
34	CCOC(=O)c1[nH]c2ccccc2c1N=CN(CC)CC	2.1	-0.7	3.5	-4	-4	9	0	1	-19	-1.4
35	CCCCOc1ccc(C2(C)NC(=O)N(C)C2=O)cc1 (stereo not given)	1.4	0.3	4.5	-8	-1	-3	-1	-1	-3	-0.2
36	Cc1ccc(-n2nnc3c(=O)n(CC(=O)c4ccccc4)cnc32)cc1	1.9	-1.9	0.0	-10	-6	5	-6	0	-2	-1.1
37	O=C(COC(=O)CCc1nc2ccccc2s1)Nc1ncc(Cl)cc1Cl	2.2	-0.2	1.0	-10	0	-4	0	.	.	-0.9
38	CCCN(Cc1nnc(-c2ccccc2Cl)o1)C(=O)c1oc2ccccc2c1C	2.7	-1.1	1.6	-16	8	7	-11	0	-2	1.4
39	Cc1nn(Cc2ccccc2)c(Cl)c1/C=N/NC(=O)c1cccnc1	3.5	-3.5	-2.2	1	22	-5	-2	-1	12	-1.6
40	CCCn1c(/C=C/c2cc[n+](C)cc2)nc2ccccc21	0.2	-13	0.3	-2	i	5	1	1	-22	2.1
41	O=C(Nc1sc2c(c1C(=O)O)CCCCC2)c1ccccc1F	3.6	-2.8	-1.6	-7	.	1	9	13	-41	-1.1
42	COc1cccc(/C=N/NC(=O)c2nnn(-c3nonc3N)c2-c2cccs2)c1	-1.9	-1.9	5.0	4	-1	1	1	1	-32	0.5
43	CCOC(=O)C1C(c2ccc(C)o2)NC(=O)NC1(O)C(F)(F)F (stereo not given)	-1.5	0.5	-0.3	-6	8	6	0	1	3	-1.5
44	Brc1ccc2c(c1)OCCOCCOCCOCCOCCO2	0.9	0.0	0.0	-6	-7	-9	0	-1	37	-4.5
45	COc1ccc(S(=O)(=O)N2CCCCC2)cc1NC(=O)Cc1c[nH]c2ccccc12	2.1	-0.2	5.7	5	5	7	-1	-2	7	-2.8
46	CN(CC(=O)Nc1c(Cl)cccc1Cl)C(=O)c1ccccc1-c1nc2ccccc2s1	1.3	-0.4	0.5	-1	-3	4	-3	-2	.	0.5
47	CCOC(=O)c1c(NC(=S)Nc2ccccc2)sc2c1CCCCC2	.	-2.4	-0.9	-11	10	-11	0	.	-25	-4.3
48	Cc1ccc(Cl)cc1NC(=O)Nc1cccs1	8.2	-3.4	6.5	-6	-5	-4	1	.	-4	2.5
49	CCOC(=O)c1oc2cccc(O)c2c1C	2.7	-0.8	2.6	-4	16	2	-3	.	-14	0.8
50	O=C(NCc1ccncc1)c1cc(F)c(F)cc1Cl	1.2	-0.1	3.7	1	-1	-5	2	-1	.	-0.8
51	COc1cc(OC)cc(C(=O)N2CCN=C2SCc2cccnc2)c1	1.4	-0.8	3.7	-2	-7	-5	1	0	-18	-3.4
52	Cc1ccc(CSc2sc(C(=O)c3ccccc3)c(N)c2C#N)cc1	0.7	.	0.1	10	-7	-7	-7	18	-8	-2.6
53	Cc1cccc2nc(CSc3ccccc3N)cn12	1.9	-0.5	-1.1	8	-7	-3	1	.	-4	4.4
54	CC(C)Cn1c(SCC(=O)Nc2cccnc2Cl)nnc1-c1ccco1	-0.7	0.0	-1.6	-26	-4	-4	0	-8	13	1.6
55	Cn1c(NC(=O)c2ccc(Cl)cc2)cc(=O)n(C)c1=O	7.7	-1.3	0.3	0	8	-5	-2	-9	7	-0.7
56	CCOC(=O)N1CCC(Nc2cccc(SC)c2)CC1	2.9	-0.4	2.0	-6	8	1	1	.	-6	-1.9
57	CCCOC(=O)c1c(NC(=O)CCCn2nc([N+](=O)[O-])cc2C)sc(C(=O)OC)c1C	4.4	-2.9	0.4	-12	8	9	-2	-1	8	-0.9
58	COc1ccc(OC)c(CN2C(=O)c3ccccc3C2C(=O)NCc2cccnc2)c1 (stereo not given)	2.4	-0.8	0.2	-1	-3	3	0	-3	0	-1.5
59	COC(=O)CC1C(=O)NCCN1C(=S)NC(=O)c1ccccc1[N+](=O)[O-] (stereo not given)	4.4	-1.0	0.7	-3	0	-1	1	-2	.	-1.8
60	CC(=O)CCC(=O)N1CCC(n2nccc2NC(=O)c2ccccc2C)CC1	-1.0	-2.4	2.5	9	7	-14	-3	0	-1	0.3

# Later entries
nr	smiles	phage Ecoli inh	CAL PDZ FP	AddAB inh	PvdQ inh	Rtt109 HAT inh	Tat transport	DAGLB inh	Wnt bcat act	PfHsp90 set2	E coli growth
61	O=C(O)c1cccc(NC(=O)c2ccc(S(=O)(=O)c3ccccc3)cc2)c1	2.3	2.0	0.9	-4	-1	8	3	1	2	-0.7
62	COC(=O)C(O)(CC(=O)Nc1ccc(Cl)cc1Cl)C(F)(F)F (stereo not given)	1.9	-0.6	0.3	6	12	11	1	-1	49	1.7
63	CCOC(=O)C1=C(N)OC2=C(C(=O)CC(C)(C)C2)C1c1ccco1 (stereo not given)	1.1	-1.1	-0.5	17	-15	9	-2	0	27	0.3
64	COC(=O)Cn1ncc(N2C3CC(CC(C)(C)C3)C2C)c(Cl)c1=O (stereo not given)	1.0	0.5	0.6	10	4	6	-1	.	9	-2.4
65	COc1ccc(OC)c(CC(=O)N2CCc3cc(OC)c(OC)cc3C2)c1	2.5	-0.8	-1.2	-11	3	-6	-1	-4	-7	-1.6
66	COc1ccc(-c2cc(C(F)(F)F)nc(N3CCN(c4ccc(F)cc4)CC3)n2)cc1OC	0.3	-0.2	.	-10	0	-1	0	-8	9	.
67	COc1ccccc1N1CCN(CC(O)COc2cccc3ccccc23)CC1 (stereo not given)	3.6&4.3	-1.9&-2.1	0.6&-1.1	9&-4	12&3	-2&4	-3&-4	-1&-2	6&-16	-1.8&0.9
68	CSc1nsc(SCC(=O)Nc2cccc(C(=O)O)c2)n1	2.5	-0.5	3.3	-14	-12	-11	0	0	-12	1.4
69	COc1ccc(Br)cc1CN(C)C(=O)c1ccccc1OCc1c(C)noc1C	5.9	-2.7	-1.0	-7	8	10	1	-4	.	0.3
70	COc1cccc(N2C(=O)CN(Cc3ccc(OC)c(OC)c3)C2=S)c1	-0.1	-0.9	1.1	-1	0	1	1	3	-6	0.0

# From PubChem BioAssay
